Screens from PubChem.
14-3-3 Bad PPI = inhibitors of 14-3-3 zeta/Bad binding, primary screen, biochemical, TR-FRET, bovine 14-3-3 zeta; TR-FRET 14-3-3zeta/Dy647-pBad peptide displacement, 1 h; 220,000 tested, 0.71% active; inhibition, % at 21.7 µM; 14-3-3 protein zeta/delta (Bos taurus), P63103;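 active means inhibition above about 70%, limit read from the data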;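 further: 0% = full 14-3-3 plus peptide FRET controls and 100% = background without 14-3-3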
Target sequence (P63103 whole entry, looked up): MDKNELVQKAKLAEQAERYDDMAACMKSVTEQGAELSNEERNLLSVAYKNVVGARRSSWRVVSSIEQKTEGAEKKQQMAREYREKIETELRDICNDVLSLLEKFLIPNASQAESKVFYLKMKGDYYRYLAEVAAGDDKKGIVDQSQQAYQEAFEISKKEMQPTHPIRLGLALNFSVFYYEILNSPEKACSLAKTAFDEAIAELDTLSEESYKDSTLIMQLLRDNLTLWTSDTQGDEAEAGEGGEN
Runt-SMMHC FRET = inhibitors of RUNX1 Runt–CBFb-SMMHC binding, primary screen, biochemical, FRET, Cerulean-Runt, Venus-CBFb-SMMHC, uHTS; Runt-related transcription factor 1 (Homo sapiens) + Core-binding factor subunit beta …; AID 1434, 2008; Cerulean-Runt/Venus-CBFb-SMMHC FRET ratio 530/480, 1 h; inhibition, % at 20 µM; 220,000 tested, 0.74% active;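 active means mean inhibition across duplicate retests at 20 µM reaching about 50%, limit read from the data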;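 further: 0% = DMSO wells and 100% = wells with excess untagged CBFb-SMMHC; inhibitors lower the FRET ratio by blocking Runt binding to CBFb-SMMHC; some results filed as inactive read as strong as hits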
Thrombin inh = human alpha-thrombin inhibitors, primary screen, counter-screen for coagulation protease inhibitor project, biochemical, 1536-well, fluorogenic AMC substrate; Boc-VPR-AMC fluorogenic substrate cleavage; inhibition, % at 5 µM; 220,000 tested, 0.26% active; AID 1046, 2008;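 active means inhibition at or above 40%; inactive means inhibition below 40%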;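 further: 0% = enzyme with no compound and 100% = wells without enzyme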
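Material: human alpha-thrombin protein; Also added: Boc-VPR-AMC substrate, 15 µM final; Timing: enzyme reaction carried out at room temperature; Signal: fluorescence, ex 355 nm, em 460 nm; Measure: % inhibition of thrombin; Controls: enzyme without compound as high, wells lacking enzyme as low.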
FXIIa inh 1536 = human FXIIa protease inhibitors, primary screen, biochemical, 1536-well; Coagulation factor XII (Homo sapiens), P00748; purified FXIIa, Boc-QGR-AMC fluorogenic substrate, 2 h; inhibition, % at 5 µM; 220,000 tested, 0.3% active; in the data active means inhibition above about 40%;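 further: 0% = enzyme with no compound and 100% = blank without enzyme; many of its hits are not listed in these tables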
Target sequence (P00748 20-372 limits assumed): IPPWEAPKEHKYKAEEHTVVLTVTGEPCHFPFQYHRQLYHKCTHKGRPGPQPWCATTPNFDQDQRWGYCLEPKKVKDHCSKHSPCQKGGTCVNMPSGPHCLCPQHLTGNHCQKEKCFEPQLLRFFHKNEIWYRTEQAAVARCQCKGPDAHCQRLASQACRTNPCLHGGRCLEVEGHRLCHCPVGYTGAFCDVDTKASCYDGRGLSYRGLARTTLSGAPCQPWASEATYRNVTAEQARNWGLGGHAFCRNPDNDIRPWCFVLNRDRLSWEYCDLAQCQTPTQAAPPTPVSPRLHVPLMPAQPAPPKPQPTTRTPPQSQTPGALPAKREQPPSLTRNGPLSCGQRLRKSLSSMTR
Target sequence (P00748 373-615 limits assumed): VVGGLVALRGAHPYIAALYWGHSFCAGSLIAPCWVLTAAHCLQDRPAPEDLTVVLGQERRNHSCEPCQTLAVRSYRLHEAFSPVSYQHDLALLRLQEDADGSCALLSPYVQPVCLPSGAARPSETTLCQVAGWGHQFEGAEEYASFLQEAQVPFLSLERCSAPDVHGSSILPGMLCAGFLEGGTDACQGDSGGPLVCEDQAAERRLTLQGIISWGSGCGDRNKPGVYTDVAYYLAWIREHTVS
Hck-Nef inh = inhibitors of Nef-activated human Hck kinase, primary screen, biochemical, Z-Lyte FRET, 384-well, Hck-YEEI. 220,000 tested, 0.68% active. Recombinant Hck-YEEI plus Nef, Z-Lyte FRET kinase assay. AID 463187, 2010. inhibition, % at 20 µM;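 active means Hck-Nef kinase inhibition above about 50%, limit read from the data; inactive means inhibition below that limit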;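 further: 0% = DMSO with Hck plus Nef and 100% = Hck alone without Nef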
Wee1 degr inh = Wee1 degradation inhibitors, primary screen, cell-based, HeLa, Wee1K328M-luciferase, luminescence | reporter increase, % at 5 µM | Wee1-like protein kinase (Homo sapiens), P30291 | 220,000 tested, 1.2% active | HeLa Luc-Wee1K328M stability; 100% = proteasome inhibitor MG132 effect;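 active means activation above the mean of all tested compounds plus 3 SD, set per screening run, cut at about 8.8% in these data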;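 further: cells exposed to compound for 20 h before luminescence read; 0% = DMSO alone and 100% = MG132 at 30 µM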
hK5 inh = human KLK5 protease inhibitors, primary screen, biochemical, 1536-well. Kallikrein-5 (Homo sapiens), Q9Y337. recombinant hK5, fluorogenic AMC substrate cleavage. inhibition, % at 5 µM. 210,000 tested, 0.59% active. AID 873, 2007;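 active means inhibition of 40% or more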;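 further: 0% = enzyme controls without compound and 100% = no-enzyme blanks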
Runt-CBFb FRET = inhibitors of RUNX1 Runt–CBFb binding, primary screen, biochemical, FRET, Cerulean-Runt, Venus-CBFb, uHTS. Runt-related transcription factor 1 (Homo sapiens) + Core-binding factor subunit beta …. Cerulean-Runt/Venus-CBFb FRET ratio 530/480, 1 h. inhibition, % at 20 µM. 220,000 tested, 0.46% active. AID 1496, 2009;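 active means inhibition over about 50% at 20 µM in the single-dose screen, limit read from the data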;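 further: 0% = DMSO wells and 100% = excess unlabeled CBFb competitor control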
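Buffer or medium: Tris pH 7.5 buffer with BSA. Assay system: Cerulean-labeled Runt domain protein. Amount: each fluorescent fusion protein 100 nM. Read-out basis: loss of energy transfer signal. Incubation: 1 h compound exposure, room temperature. Probe or stimulus: Venus-CBFb binding partner, 100 nM. Detection: FRET, excitation 422 nm, emission at 530 and 480 nm.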
FXIa inh 1536 = human FXIa protease inhibitors, primary screen, biochemical, 1536-well; 220,000 tested, 0.14% active; purified FXIa, Boc-Glu-Ala-Arg-AMC fluorogenic substrate; Coagulation factor XI (Homo sapiens), P03951; inhibition, % at 5 µM;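 active means inhibition of at least 40%; inactive means inhibition below 40%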;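 further: fluorescence of freed AMC excited at 355 nm; 0% = enzyme without compound and 100% = no enzyme blank; many of its hits are not listed in these tables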
* = called active by the depositor; . = not tested or not shown; [ ] = dose if it differs, or a comment. The order is random (roughly 4.2% active in at least one column).

nr	Structure	14-3-3 Bad PPI	Runt-CBFb FRET	FXIa inh 1536	Wee1 degr inh	Hck-Nef inh
1	CCOc1ccccc1NC(=S)N1CCN(c2nc(-c3cccc(OC)c3)cs2)CC1	-18	3	-6	2	13
2	O=C(Nc1cccc(NC(=O)c2sc3ccccc3c2Cl)c1)c1ccco1	16[fluorescence artefact?]	1	-8	1	-1
3	CCOC(=O)C1CCN(Cc2nnnn2CCc2ccccc2)CC1	-14	0	-3	-2	24
4	O=C(CCNS(=O)(=O)c1cccc2nsnc12)NC1CCCc2ccccc21 (centres undefined)	-14	2	2	2	-9
5	NS(=O)(=O)c1cccc(NC(=O)CSc2ncnc3ccccc23)c1	0	1	0	2	19
6	COc1ccc(N2C(=O)CSC2c2ccc3c(c2)OCO3)cc1 (centres undefined)	-2	0	-5	1	-1
7	COc1ccccc1NC(=O)c1ccc(NC(=O)CN2CCCC2)cc1	-5	0	2	3	24
8	COc1ccc(-c2ccc(-c3noc(-c4ccccc4F)n3)c(OC)n2)cc1	-4[fluorescence artefact?]	-1	-1	-2	-10

nr	Thrombin inh	hK5 inh	Runt-SMMHC FRET	FXIIa inh 1536
1	-5	-5	2	0
2	-11	-15	-10	-7
3	10	1	-6	4
4	-3	-10	2	-4
5	4	5	0	16
6	-8	10	2	5
7	-5	0	-1	1
8	-8	-119	-2	-1

New compounds follow.
nr	Structure	14-3-3 Bad PPI	Runt-CBFb FRET	FXIa inh 1536	Wee1 degr inh	Hck-Nef inh
9	O=C(CC12CC3CC(CC(C3)C1)C2)N/N=C\c1ccc[nH]1	-18	-18	-1	-1	27
10	Cc1nn(C)c(C(=O)NNC(=S)NCc2ccco2)c1Br	-5	4	0	-3	-1
11	CC[n+]1c(/C=C/c2ccc(N(C)C)cc2)ccc2ccccc21	-68	-1	-1	-3	3
12	O=C(CN1CCN(c2ccccc2F)CC1)Nc1ccc2c(c1)CCC2	-2	-2	0	3	2
13	CCN(CC)S(=O)(=O)c1ccc2c(c1)N(CC(=O)N(CCc1ccncc1)C(C)C)C(=O)CO2	-7	-2	0	-3	-12
14	CC1(C)CC(=O)C2=C(C1)Nc1ccccc1N1C(=O)c3ccccc3C21 (centres undefined)	1[fluorescence artefact?]	0	2	-2	7
15	O=C(O)c1cccc(NC(=S)NCc2ccccc2)c1	-4	-1	7	-3	1
16	CCCNC(=O)CN(c1cccc(F)c1)S(C)(=O)=O	-5	-1	10	1	-2

nr	Thrombin inh	hK5 inh	Runt-SMMHC FRET	FXIIa inh 1536
9	1	-2	-40	4
10	-1	.	-6	10
11	-13	-10	18	7
12	-1	-15	0	6
13	3	-3	3	9
14	-5	-15	-2	-6
15	0	6	0	11
16	-2	-6	1	12

Next part
nr	Structure	14-3-3 Bad PPI	Runt-CBFb FRET	FXIa inh 1536	Wee1 degr inh	Hck-Nef inh
17	CC(=O)NS(=O)(=O)c1ccc(NC(=S)NC(=O)Cc2ccccc2)cc1	-10	1	2	2	6
18	O=C(c1ccc(CS(=O)(=O)c2ccc(Br)cc2)o1)N1CCCC1	0[fluorescence artefact?]	3	-6	0	0
19	Cc1ccc(NC(=O)Nc2nnc(Cc3ccc([N+](=O)[O-])cc3)s2)cc1	7	-1	1	7	6
20	CNC(=O)/C(C#N)=C/c1ccc(-c2ccccc2[N+](=O)[O-])o1	-8	10	-2	-1	27
21	COC(=O)c1cc(-c2ccc(Br)cc2)n[nH]1	-1	1	9	1	5
22	Cc1ccc2c(c1)C(O)(CC(=O)c1ccc3c(c1)OCO3)C(=O)N2 (centres undefined)	-5	-2	7	-1	5
23	Cc1ccc(C(=O)NC(=S)NNS(=O)(=O)c2ccc(C)cc2)cc1	14[fluorescence artefact?]	8	21	4	2
24	NC(=O)C1CCN(C(=O)CNC(=O)c2ccccc2)CC1	-18	0	-3	-2	17

nr	Thrombin inh	hK5 inh	Runt-SMMHC FRET	FXIIa inh 1536
17	-3	.	1	8
18	-2	2	-3	13
19	-1	-4	-1	9
20	0	0	0	6
21	-1	1	0	24
22	15	-3	2	18
23	17	-56	10	21
24	-5	-4	-1	3

(next part)
nr	Structure	14-3-3 Bad PPI	Runt-CBFb FRET	FXIa inh 1536	Wee1 degr inh	Hck-Nef inh
25	COC(=O)C(=C/C=C/c1cccnc1)C(=O)OC	4	1	-2	-1	17
26	O=C(Cc1nc(-c2cnccn2)no1)NNC(=O)Nc1ccccc1	18	-3	2	-3	9
27	O=C(Cc1ccccc1)Nc1ccc2c(c1)CCC2	-11	0	12	-3	-2
28	O=C(Cn1cc(C(F)(F)F)ccc1=O)N/N=C/c1ccc(O)cc1	-6	4	10	1	-4
29	Cn1c(-c2ccco2)nc2cc3ccccc3cc21	76*	26	-9	-3	6
30	Cc1ccc(NC(=O)Cn2nc(C)cc2C)cc1	-2	-1	-5	6	1
31	CCOC(=O)C1=NNC(C(=O)c2ccc(C)cc2)C1c1ccc(C)cc1 (centres undefined)	-10	-3	6	0	5
32	Cc1cccc(C)c1NC(=O)CN1C(=O)N(C)Cc2ccccc21	-2	0	2	-3	18

nr	Thrombin inh	hK5 inh	Runt-SMMHC FRET	FXIIa inh 1536
25	-2	1	-2	4
26	-5	0	-5	3
27	6	-14	-3	3
28	7	-2	0	8
29	-3	-11	15	-7
30	-6	7	3	7
31	-5	-13	-4	13
32	3	.	-1	12

(more compounds)
nr	Structure	14-3-3 Bad PPI	Runt-CBFb FRET	FXIa inh 1536	Wee1 degr inh	Hck-Nef inh
33	CC1Cc2ccccc2N1C(=O)CNc1cccc(S(=O)(=O)N2CCCC2)c1 (centres undefined)	-15	2	-2	-2	0
34	Cc1cccc(NC(=S)NC(=O)/C=C/c2ccccc2)n1	-11	4	29	3	13
35	Cc1cc(CNC(=O)COc2ccc(F)cc2)c2ccccc2n1	-4	0	1	1	3
36	CC(C)(C)n1nnnc1C(c1ccc(F)cc1)N1CCC(C(N)=O)CC1 (centres undefined)	-2	-1	1	-3	22
37	CC(C)(C)c1cc(C(=O)N2CCN(c3ncccn3)CC2)ccn1	4	1	6	1	5
38	CC(C)Cc1nnc(NC(=O)CSc2nc(N)cc(=O)[nH]2)s1	-19	2	-4	0	1
39	COc1cccc(-n2cnc3scc(-c4cccs4)c3c2=O)c1	7	0	4	-1	11
40	O=C(CSc1nnc(-c2ccco2)n1Cc1ccco1)N1CCOCC1	1	4	2	1	-11

nr	Thrombin inh	hK5 inh	Runt-SMMHC FRET	FXIIa inh 1536
33	4	-5	3	7
34	50*	27	-13	26
35	2	1	-1	9
36	1	2	0	9
37	-2	-11	0	10
38	-3	-2	-3	8
39	-3	-5	-9	16
40	0	-9	0	12

Further records.
nr	Structure	14-3-3 Bad PPI	Runt-CBFb FRET	FXIa inh 1536	Wee1 degr inh	Hck-Nef inh
41	CCCS(=O)(=O)N1CCC(C(=O)NC2CCCCC2C)CC1 (centres undefined)	2[fluorescence artefact?]	1	-10	3	3
42	COc1cc(C(=O)CCN2CCC(c3ccccc3)C2)cc(OC)c1OC (centres undefined)	-2	-3	2	2	7
43	CC1(C)Cc2nc(NCCN3CCOCC3)c(C#N)cc2CO1	-4	-1	7	1	0
44	C=C(C)CNC(=S)N/N=C1\CCCCc2ccccc21	-5	1	4	-2	0
45	CC(C)C(=O)N1C2CCC1CC(O)(c1ccc(F)cc1)C2 (centres undefined)	-10	-3	-1	-2	0
46	Nc1nc(=S)[nH]c2c1C1(CCCCC1)Cc1ccccc1-2	2	-2	7	4	9
47	CCN(CC)C(=O)c1sc(NC(=O)c2c(OC)cccc2OC)c(C#N)c1C	2	1	-5	1	-2
48	CCc1nnc(NC(=O)CSc2nnc(-c3ccco3)n2CC)s1	10	1	1	3	-1

nr	Thrombin inh	hK5 inh	Runt-SMMHC FRET	FXIIa inh 1536
41	-2	5	-2	-1
42	-6	-12	2	5
43	0	-25	1	4
44	-6	-6	-1	5
45	4	7	-1	12
46	-5	-7	5	9
47	2	-21	2	18
48	0	3	4	12

Molecules shown so far that have a halogen, in the order listed:
nr	Structure	14-3-3 Bad PPI	Runt-CBFb FRET	FXIa inh 1536	Wee1 degr inh	Hck-Nef inh
2	O=C(Nc1cccc(NC(=O)c2sc3ccccc3c2Cl)c1)c1ccco1	16[fluorescence artefact?]	1	-8	1	-1
8	COc1ccc(-c2ccc(-c3noc(-c4ccccc4F)n3)c(OC)n2)cc1	-4[fluorescence artefact?]	-1	-1	-2	-10
10	Cc1nn(C)c(C(=O)NNC(=S)NCc2ccco2)c1Br	-5	4	0	-3	-1
12	O=C(CN1CCN(c2ccccc2F)CC1)Nc1ccc2c(c1)CCC2	-2	-2	0	3	2
16	CCCNC(=O)CN(c1cccc(F)c1)S(C)(=O)=O	-5	-1	10	1	-2
18	O=C(c1ccc(CS(=O)(=O)c2ccc(Br)cc2)o1)N1CCCC1	0[fluorescence artefact?]	3	-6	0	0
21	COC(=O)c1cc(-c2ccc(Br)cc2)n[nH]1	-1	1	9	1	5
28	O=C(Cn1cc(C(F)(F)F)ccc1=O)N/N=C/c1ccc(O)cc1	-6	4	10	1	-4
35	Cc1cc(CNC(=O)COc2ccc(F)cc2)c2ccccc2n1	-4	0	1	1	3
36	CC(C)(C)n1nnnc1C(c1ccc(F)cc1)N1CCC(C(N)=O)CC1 (centres undefined)	-2	-1	1	-3	22

nr	Thrombin inh	hK5 inh	Runt-SMMHC FRET	FXIIa inh 1536
2	-11	-15	-10	-7
8	-8	-119	-2	-1
10	-1	.	-6	10
12	-1	-15	0	6
16	-2	-6	1	12
18	-2	2	-3	13
21	-1	1	0	24
28	7	-2	0	8
35	2	1	-1	9
36	1	2	0	9

nr	Structure	14-3-3 Bad PPI	Runt-CBFb FRET	FXIa inh 1536	Wee1 degr inh	Hck-Nef inh
45	CC(C)C(=O)N1C2CCC1CC(O)(c1ccc(F)cc1)C2 (centres undefined)	-10	-3	-1	-2	0

nr	Thrombin inh	hK5 inh	Runt-SMMHC FRET	FXIIa inh 1536
45	4	7	-1	12
